KDM5B inh = KDM5B demethylase inhibition; Potency, µM (series often up to 57.7 µM), for the others: at the top dose activity change, negative = inhibition, usual class: inhibitors; 220,000 tested, 2.6% active; KDM5B demethylase, FDH-coupled NADH fluorescence (FDH is formaldehyde dehydrogenase); active = well fitted inhibition curve with a large enough effect; inconclusive = small, poorly fitted or top-dose-only effect; inactive = no such curve, though single readings can be large or run the other way; also: 0% is about no effect; nearly all actives have a fitted effect of over 70% in size
Target sequence (Q9UGL1 whole entry, looked up): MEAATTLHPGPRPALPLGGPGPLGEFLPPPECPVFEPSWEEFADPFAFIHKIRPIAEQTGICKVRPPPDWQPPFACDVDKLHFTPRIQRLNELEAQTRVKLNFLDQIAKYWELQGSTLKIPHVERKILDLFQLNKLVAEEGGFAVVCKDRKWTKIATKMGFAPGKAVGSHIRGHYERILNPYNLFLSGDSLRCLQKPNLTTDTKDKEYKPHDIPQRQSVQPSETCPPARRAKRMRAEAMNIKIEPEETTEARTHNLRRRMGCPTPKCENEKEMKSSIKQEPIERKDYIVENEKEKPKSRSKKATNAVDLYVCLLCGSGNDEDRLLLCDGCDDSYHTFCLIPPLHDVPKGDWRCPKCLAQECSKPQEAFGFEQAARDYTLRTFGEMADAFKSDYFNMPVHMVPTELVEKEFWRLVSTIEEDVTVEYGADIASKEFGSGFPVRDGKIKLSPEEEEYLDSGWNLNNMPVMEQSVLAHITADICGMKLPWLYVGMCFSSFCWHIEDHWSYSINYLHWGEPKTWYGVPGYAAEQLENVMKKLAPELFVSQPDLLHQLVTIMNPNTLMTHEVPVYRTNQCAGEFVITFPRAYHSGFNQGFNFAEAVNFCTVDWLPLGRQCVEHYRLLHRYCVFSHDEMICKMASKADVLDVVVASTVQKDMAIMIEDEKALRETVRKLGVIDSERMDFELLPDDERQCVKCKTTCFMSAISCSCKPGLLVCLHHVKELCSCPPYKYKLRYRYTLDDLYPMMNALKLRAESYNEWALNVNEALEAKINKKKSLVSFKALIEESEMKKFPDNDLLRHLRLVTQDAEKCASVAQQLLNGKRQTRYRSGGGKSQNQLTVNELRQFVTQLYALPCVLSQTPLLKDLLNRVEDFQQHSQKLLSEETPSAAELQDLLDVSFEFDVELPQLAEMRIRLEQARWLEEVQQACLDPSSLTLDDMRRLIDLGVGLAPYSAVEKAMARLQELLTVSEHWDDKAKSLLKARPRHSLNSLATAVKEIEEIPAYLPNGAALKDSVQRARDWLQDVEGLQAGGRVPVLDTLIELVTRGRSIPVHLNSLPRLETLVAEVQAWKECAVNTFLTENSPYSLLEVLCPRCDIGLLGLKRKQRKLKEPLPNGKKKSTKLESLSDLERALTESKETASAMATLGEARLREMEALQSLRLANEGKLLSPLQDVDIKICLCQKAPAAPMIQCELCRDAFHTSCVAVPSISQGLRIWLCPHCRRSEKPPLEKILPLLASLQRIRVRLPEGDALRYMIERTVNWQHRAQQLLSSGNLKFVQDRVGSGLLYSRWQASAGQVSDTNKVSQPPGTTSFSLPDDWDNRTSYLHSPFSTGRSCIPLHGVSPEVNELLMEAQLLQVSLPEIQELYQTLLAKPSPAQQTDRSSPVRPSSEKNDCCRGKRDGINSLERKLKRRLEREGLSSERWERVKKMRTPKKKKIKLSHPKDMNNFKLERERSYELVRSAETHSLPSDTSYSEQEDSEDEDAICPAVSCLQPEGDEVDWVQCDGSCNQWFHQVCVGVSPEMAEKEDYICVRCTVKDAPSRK
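Here, H3K4me3 peptide (12.5 µM in substrate mix) is demethylated by KDM5BΔAP, 200 nM final, after 10 min compound exposure. Formaldehyde product is coupled through FDH (0.25 U/mL in mix) to NADH fluorescence; 30-min ΔRFU feeds dose-response curves.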
Numbers without * were called inactive; i = inactive; u = inconclusive; & = joins results of further samples; [ ] = another dose, or the depositor's remark. Potency is read from the fitted curve at half-maximal effect.

SMILES	KDM5B inh
Cc1c(C)n(CCN(C)C)c2ncn3nc(-c4ccccc4Cl)nc3c12	u
CCCc1ccc(-c2cc(C(=O)Nc3nncs3)c3ccccc3n2)cc1	u
Cc1cc(=O)oc2cc(OCC(=O)N(C)Cc3cccs3)c(Cl)cc12	u
CN(C)CC(NCc1cccc(C#N)c1)c1ccccc1 (stereo not drawn)	75%[activator]
C=C(C)CN(CC)C(=O)c1coc(CN2CCN(C/C=C/c3ccccc3)CC2)n1	-4%
Fc1ccc(Cc2nc3nccc(-c4ccco4)n3n2)cc1	20µM*
O=C(CNC(=O)c1cnccc1C(F)(F)F)c1cccc(Cl)c1	12%
Cc1cccc(OCc2nc(C#N)c(NCCN3CCOCC3)o2)c1	1%
O=C(NCc1cccnc1)C1CCN(c2cn[nH]c(=O)c2)C1 (stereo not drawn)	-25%
CCn1ccc2cc(S(=O)(=O)N3CCC(C(=O)NCCCOC)CC3)ccc21	10%
O=C(Nc1cccc(-c2nc3ccccc3o2)c1)c1ccccc1Cl	13%
CN(CC1CCOCC1)S(=O)(=O)c1ccccc1F	-4%
COc1cccc(CNC(=O)c2cc(C)nc3ccc(C)cc23)c1	u
CCCNc1c(NC(=O)CC(=O)OC)c(=O)oc2ccccc12	-6%
Cc1nc2cc(-c3ccccc3)nn2c(C)c1CCC(=O)Nc1ccc(F)cc1	6%
Cc1ccc(C)c(OCc2ccc(-c3nc(C#N)c(N(C)C)o3)o2)c1	-31%
COc1ccc(Cc2nnc(NC(=O)C3CCCO3)s2)cc1OC (stereo not drawn)	8%
COC(=O)c1cn([C@H]2CN[C@H](C(=O)N3CCC(O)(CO)CC3)C2)nn1	-30%
Cc1ccc(NC(=O)Cc2coc3ccc(C(C)C)cc23)cc1Cl	2%
Cc1ccc(C)c(NC(=O)C2CCN(S(=O)(=O)c3c(C)noc3/C=C/c3cccs3)CC2)c1	-19%
COc1ccc(OCC(=O)N2CCN(C(=O)c3ccc(OC)c(OC)c3)CC2)cc1	u
Cc1nc(C)c(-c2csc(Nc3ccc(F)cc3)n2)s1	u
CCSc1ccccc1C(=O)Nc1ccc2c(c1)CCC2	-2%
COCC1CN(C2CCC2)CC12CCN(C(=O)CCc1ccccc1)CC2 (stereo not drawn)	u
COc1ccc([C@H]2C[C@@H](O)[C@@H](O)[C@@H]2NC(=O)c2cc3ccccc3s2)cc1	18%[86.2 µM]
The list continues.
SMILES	KDM5B inh
CCOC(=O)c1cc(NCc2cccc3ccccc23)ccc1N1CCOCC1	u
Cc1nc(CN2C[C@H](C(=O)Nc3ccccc3)C[C@@H]2c2ccc(F)cc2)cs1	35µM*
Cc1ccc(-c2cc(C(=O)Nc3ccc(C#N)cc3)c3ccccc3n2)o1	-81%
COCCNc1oc(-c2ccc(S(=O)(=O)N3CCC(C)CC3)cc2)nc1C#N	i
CCCCC(=O)Nc1ccc2nc(SCC(=O)N3CCCC3)sc2c1	-15%
CNC(=O)c1noc([C@@H]2CC(F)(F)CN2C(=O)CCOC)n1	17%
CC1=C(C(=O)Nc2ccc(C)cc2C)C(CC(C)C)n2nc(SCc3ccccc3C)nc2N1 (stereo not drawn)	-12%
COCCCNc1oc(-c2ccc(S(=O)(=O)N3CCC(C)CC3)cc2)nc1C#N	-120%
CC(C)CCn1c(=O)[nH]c(=O)c2c3c(cnc21)C(=O)CC(c1ccc(F)cc1)C3 (stereo not drawn)	u
COCC(=O)N1CCCC2(Cc3ccccc3NC2=O)C1 (stereo not drawn)	5%[86.2 µM]
O=[S+]([O-])(c1ccccc1)N1CCn2c(nnc2-c2ccncc2)C1	-10%[86.2 µM]
Cc1ccc(NC(=S)NCc2ccccc2)cc1C	4%
CCC(=O)N(C1CCOCC1)C1CCN(Cc2cccc(Br)c2)CC1	7%
Cn1nc(C(=O)N2CCOCC(O)(CN3CCCC3)C2)ccc1=O (stereo not drawn)	-12%
O=C(c1ccc(Cl)cc1Cl)N1CCC(c2nc3ccccc3o2)CC1	19%
CCn1cc(-c2ccccc2)cc1C(=O)NC1CCCC1	u
COc1ccc(C(=O)Nc2cccc(-c3nc4cc(Cl)ccc4o3)c2)c(OC)c1	8%
CN(C)Cc1ccccc1CNC(=O)CCc1nc2ccccc2s1	-2%
O=C(NCc1ccccc1-n1cncn1)C12CNCC1CNC2 (stereo not drawn)	u
CN(C)c1ccc(C(C(=O)NCc2ccccc2)N(Cc2ccco2)C(=O)c2snc(C(N)=O)c2N)cc1 (stereo not drawn)	u
Cn1ccnc1C(=O)N1CCC(C2CCN(S(C)(=O)=O)CC2)C1 (stereo not drawn)	4%
CCC(=O)N1CCN(CCNc2cc(=O)oc3ccccc23)CC1	5%
COc1cccc2ccc(-c3c(-c4ccccc4)ncn3CCNC(C)=O)nc12	u
COCC(=O)N(C)Cc1cccn1C	-19%[115 µM]
COc1ccc(/C=C2\SC(=S)N(CCC(=O)Nc3cccc(O)c3)C2=O)cc1OC	8%
(cont.)
SMILES	KDM5B inh
O=C(O)C1=CC(/C=C/c2ccccc2)n2ncc(C(=O)Nc3ccccc3Cl)c2N1 (stereo not drawn)	-26%
CCc1cccc2c1NC(=O)C2(O)CC(=O)c1ccc(Cl)cc1 (stereo not drawn)	-13%
Cc1nc(CC(=O)N2CC[C@@H]3[C@@H](CCC(=O)N3CCN)C2)c(C)s1	-10%
Cc1ccc2c(CN3CCCCC3)cc(=O)oc2c1	-11%&10%
O=C(NCC1CCN(c2cc(-c3ccc(Cl)cc3)[nH]n2)CC1)c1ccc[nH]1	u
CSc1ccc(CCNC(=O)c2cc3cc4cc(C)ccc4nc3s2)cc1	-7%
Cc1nc(C)c(C(=O)N2CCCC(N(C)C)CC2)s1 (stereo not drawn)	-7%
Cc1ccccc1-c1nc2scc(CCNC(=O)C(=O)Nc3cc(F)ccc3F)n2n1	1%
CC(C(=O)N1CCCC1)n1cnc2c1c(=O)n(C)c(=O)n2C (stereo not drawn)	15%
CCc1ccc2oc(=O)cc(CN3CCN(CC(=O)N4CCCCC4)CC3)c2c1	-16%
COc1cccc2c1cc1c(=O)n(CC(=O)N3CCCCC3)nc(C)n12	u
COc1ccc(F)c(-c2nc(CN3CCN4C(=O)CNC(=O)C4C3)c(C)o2)c1 (stereo not drawn)	-18%
O=C(NCCc1ccccc1)N1CC(c2nc(CCOCC3CC3)no2)C1	24%
O=C(NCc1ccccc1)c1ccc2c(c1)nc1n2CCCCC1	12%&-59%
Cc1ccc(Cl)c(OCc2nnc(SCC(=O)NC3CC3)n2C)c1	23%
Cc1ccccc1N1CCN(CC(O)Cn2c3ccccc3n3c(=O)cc(C)c(C#N)c23)CC1 (stereo not drawn)	-13%
O=C(O)CCC(=O)N1CCC(N(Cc2cccnc2)C2CCOCC2)CC1	-17%
O=C(COc1ncnc2ccccc12)Nc1ccccc1	9%
CCCC(=O)Nc1c(C)cccc1CC	11%
COc1cccc(-c2nc3cnccn3c2NCCC(=O)Nc2cccc(Cl)c2)c1	28µM*
Cc1ccc(Cl)cc1N1CCN(C(=O)Cn2cnc3sc(C)c(S(=O)(=O)N4CCC(C)CC4)c3c2=O)CC1	-10%
N#C/C(=C/c1ccc(C#N)cc1)c1nc2ccccc2[nH]1	-31%
CC(C)(C)n1nc(N)c2cc([N+](=O)[O-])ccc21	12%
COc1cccc(CN2CCC(C)CC2)c1OC	-44%
COc1cc(C2CC(=O)N3CN(c4ccc(C)cc4)CSC3=C2C#N)cc(Br)c1O (stereo not drawn)	u
(more compounds)
SMILES	KDM5B inh
CCCCc1nn2c(=O)cc(COC(=O)CNC(=O)c3ccccc3C)nc2s1	u
O=S(=O)(c1ccccc1)N1CCN(c2cc(C3CC(O)C3)ncn2)CC1 (stereo not drawn)	u
Cn1c(Cl)cnc1C(O)(c1ccccc1)c1ccccc1	9%
O=C(CCC[C@@H]1[C@H]2CCCN3CCC[C@@H](CN1C(=O)c1cccnc1)[C@@H]23)NCCN1CCCCC1	-10%
C=CCN(CC#Cc1cccnc1)Cc1ccc(OC)cc1OC	-3%
Cc1c(C)n(Cc2ccccc2)c2ccc(C(=O)NCC(C)c3ccccc3)cc12 (stereo not drawn)	u
CCc1nc(-c2c3n(c(=O)n(Cc4ccccc4OC)c2=O)CCCCC3)no1	-12%
Cc1ccc2c(c1)N1C(=O)OC[C@@H]1CCN(CC1CC1)C2	2%[115 µM]
COCCC(=O)N1CC2CC(C1)[C@H]1CCCC(=O)N1C2 (stereo partly drawn)	16%
CC(C)(C)c1cc(C(=O)NNc2ccc(OC(F)(F)F)cc2)n(Cc2ccccc2)n1	18%
CN(CC1CCOC1)C(=O)Nc1cc(F)c(F)c(F)c1 (stereo not drawn)	24%
CCOC(=O)C1=C(CNCc2ccccc2Cl)NC(=O)NC1c1cc(C)ccc1C (stereo not drawn)	-7%
COCC(=O)N1CCCC(c2nn(-c3cccc(Cl)c3)c(=O)[nH]2)C1 (stereo not drawn)	13%
CS(=O)(=O)N1CCCCCCNC(=O)[C@@H]2CCC[C@@H]21	-6%
Cc1ccc(CNC(=O)CSc2nc3c(sc4ccccc43)c(=O)n2CCCOC(C)C)cc1	-8%
O=C(c1ccc2c(c1)OCO2)N1C[C@@H](CO)[C@H](c2ccccn2)C1	21%
CCOC(=O)c1ccc(NC(=O)c2ncoc2-c2ccc(OC)c(OC)c2)cc1	u
COc1ccc(CNC(=O)Cn2ccc3cc(S(=O)(=O)N4CCCCCC4)ccc32)c(OC)c1	-10%
CN(C)c1ccc(CN(CC2CCCO2)C(=O)COc2ccccc2Cl)cc1 (stereo not drawn)	-8%
Cc1ccc(C)c(-c2cc(C(=O)O)c3ccc(C)c(C)c3n2)c1	u
COc1ccccc1C(=O)NCc1nc2cccnc2n1Cc1ccc(F)cc1	-17%
CC(CC(C)C(=O)c1ccccc1)C(=O)c1ccccc1 (stereo not drawn)	17%
Cn1ccnc1CNC[C@H]1Cn2c(-c3ccc(Cl)cc3)cnc2CO1	u
O=S(=O)(c1ccc(-c2cnc(C3CC3)o2)cc1)N1CCN(c2ccc(F)cc2)CC1	1%
CNS(=O)(=O)c1cc(-c2nn(C)c(=O)c3ccccc23)ccc1C	-22%

Given with each value named: part of the list above.
COc1ccccc1C(=O)NCc1nc2cccnc2n1Cc1ccc(F)cc1
  KDM5B inh = -17%
CC(CC(C)C(=O)c1ccccc1)C(=O)c1ccccc1 (stereo not drawn)
  KDM5B inh = 17%
Cn1ccnc1CNC[C@H]1Cn2c(-c3ccc(Cl)cc3)cnc2CO1
  KDM5B inh = u
O=S(=O)(c1ccc(-c2cnc(C3CC3)o2)cc1)N1CCN(c2ccc(F)cc2)CC1
  KDM5B inh = 1%

In another format: results already given
> CCc1nc(-c2c3n(c(=O)n(Cc4ccccc4OC)c2=O)CCCCC3)no1
  KDM5B inh: -12%

> Cc1ccc2c(c1)N1C(=O)OC[C@@H]1CCN(CC1CC1)C2
  KDM5B inh: 2%[115 µM]

> COCCC(=O)N1CC2CC(C1)[C@H]1CCCC(=O)N1C2 (stereo partly drawn)
  KDM5B inh: 16%

> CC(C)(C)c1cc(C(=O)NNc2ccc(OC(F)(F)F)cc2)n(Cc2ccccc2)n1
  KDM5B inh: 18%

Remaining list, next part:
SMILES	KDM5B inh
CCOc1cc(/C=C/C(=O)NC(C)(C)C)ccc1OCC(C)C	u
CCCn1nc(C(=O)OCC(=O)N(C)Cc2ccco2)c2ccccc2c1=O	10%
Cc1nn(C)c(C)c1CN(Cc1ccnc2ccccc12)C1CC1	u
COCC(C)NCc1cc(=O)oc2cc(C)c(C(C)C)cc12 (stereo not drawn)	-24%
Cn1nc(C(=O)Nc2ccccc2Oc2ccccc2)c2ccccc2c1=O	7%
COc1ccc(Nc2c3c(nc4ccc(NC(=O)c5cc(Cl)ccc5OC)cc24)CCCC3)cc1OC	-13%
CN1CCN(C(=O)c2cc3c(s2)CCN(C(=O)c2ccc(Cl)cc2)C3)CC1	3%
CCSC1=N/C(=C\c2cccc(OC)c2)C(=O)S1	-20%
COc1cccc(NC(=O)C(C)n2c(=O)cc(C(F)(F)F)c3c(C)nn(C)c32)c1 (stereo not drawn)	u
O=C(Cn1c(=O)oc2ccccc21)Nc1ccc(Br)cc1	20%
O=C(NCc1ccc(Cl)cc1)c1ccnc2[nH]ccc12	28µM*
O=C(COc1ccc(Br)cc1)N1CCc2ccccc21	10%
COCCO[C@H]1C(=O)N(C2CCN(C(=O)c3ccc4cc[nH]c4c3)CC2)[C@H]1c1ccncc1	u
CSc1ccc(/C=C(/C#N)C(=O)C(C)(C)C)cc1	u
O=C(c1ccccn1)N1CCN(Cc2ccc(=O)n(CC3CC3)c2)CC1	16µM*
Cc1ccc(C(=O)c2sc(Nc3cccc(Br)c3)nc2N)cc1	-9%
CC1(CNC(=O)c2cnccn2)CCOCC1	35%[activator]
Cc1ccc2c(CSc3nncs3)cc(=O)oc2c1C	13%
CC1=C[C@@H](CNC(=O)COCC(=O)O)[C@H](C(C)C)C[C@H]1Cc1nc2ccc(F)cc2[nH]1	-8%[86.2 µM]
COc1ccc(C(=O)Nc2c(O)ccc3ccccc23)cc1OC	-5%
COC(=O)c1ccc(C(=O)OCc2nc(N)c3ccccc3n2)cc1	8%
N#Cc1c(F)cccc1NCc1cccs1	u
Cc1ccc(C)c(NC(=O)COC(=O)c2nn(C)c(=O)c3ccccc23)c1	14%
COc1nccnc1NC1CCN(C(=O)c2n[nH]c3c2CCCC3)CC1	32µM*
COc1ccc(CN2Cc3[nH]nc(-c4ccccc4Oc4ccccc4)c3CC2=O)cc1	-36%[86.2 µM]

The list is partial; count on the stated rates, not on these rows.
